Source: PubChem
TDP1 cell noCPT = qHTS for Inhibitors of human tyrosyl-DNA phosphodiesterase 1 (TDP1): qHTS in cells in absence of CPT; DT40 Tdp1-/- hTDP1 cells, no CPT, ATP luminescence, 48 h; Potency, µM (highest dose often 46.2 µM), for inactives: top-dose activity change, negative = growth inhibition, most hits filed as inhibitors; 420,000 compounds, 15% hits; AID 686978, 2013; also: nearly all actives have a fitted effect of over 55% in size
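DT40 Tdp1-/-;hTDP1 cells, no CPT (DMSO vehicle only), 400 cells/well; compounds pin-transferred; ≥48 hr, 37 °C; CellTiter-Glo 30 min RT dark, luminescence read.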
DT40 TDP1 CPT = qHTS for Inhibitors of human tyrosyl-DNA phosphodiesterase 1 (TDP1): qHTS in cells in presence of CPT; chicken DT40 Tdp1-/-;hTDP1 cells + 20 nM CPT, ATP luminescence, 48 h; Potency, µM (doses to about 46.2 µM), without a hit: at the highest dose activity change, negative = growth inhibition, hits mostly inhibitors; AID 686979, 2013; 420,000 compounds, 12% hits; also: nearly all actives have a fitted effect of over 55% in size
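Chicken DT40 Tdp1-/- cells stably complemented with human TDP1 were seeded at 400 cells/well in medium containing 20 nM camptothecin, exposed to pin-transferred compounds, and grown at 37 °C for at least 48 hr. Viability was read as ATP luminescence.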
TDP1 inh = qHTS Assay for Inhibitors of Tyrosyl-DNA Phosphodiesterase (TDP1); recombinant TDP1, AlphaScreen DNA substrate cleavage; AID 485290, 2010; Potency, µM (top dose mostly 130 µM), inactives show at the highest dose activity change, negative = inhibition, hits mostly inhibitors; 350,000 compounds, 0.28% hits; also: nearly all actives have a fitted effect of over 40% in size
Target sequence (Q9NUW8 whole entry, looked up): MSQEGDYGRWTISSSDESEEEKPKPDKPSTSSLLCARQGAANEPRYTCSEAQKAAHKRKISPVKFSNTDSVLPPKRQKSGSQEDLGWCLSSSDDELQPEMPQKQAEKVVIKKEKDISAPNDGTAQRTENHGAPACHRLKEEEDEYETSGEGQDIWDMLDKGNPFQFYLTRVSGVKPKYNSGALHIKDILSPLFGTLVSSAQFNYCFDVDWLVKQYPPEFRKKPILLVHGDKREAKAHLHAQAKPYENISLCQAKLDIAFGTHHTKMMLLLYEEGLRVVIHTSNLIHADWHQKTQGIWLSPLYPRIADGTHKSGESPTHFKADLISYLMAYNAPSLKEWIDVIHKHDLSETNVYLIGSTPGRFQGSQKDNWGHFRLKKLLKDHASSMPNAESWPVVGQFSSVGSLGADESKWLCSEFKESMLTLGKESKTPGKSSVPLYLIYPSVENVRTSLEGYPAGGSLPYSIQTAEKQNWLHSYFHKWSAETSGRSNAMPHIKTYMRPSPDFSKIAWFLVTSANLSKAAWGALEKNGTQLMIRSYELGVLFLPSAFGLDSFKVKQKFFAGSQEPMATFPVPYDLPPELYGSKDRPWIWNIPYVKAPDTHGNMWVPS
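Signal: AlphaScreen proximity between streptavidin donor and anti-FITC acceptor beads on intact substrate. Reaction: Tdp1 1 nM, substrate 15 nM final, 5 min RT after 15 min compound preincubation.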
* = called active by the depositor; ? = inconclusive; . = no result given; [ ] = remark or other dose. Calls follow the shape of the dose curve; as a rule, active = well fitted curve in the direction sought with a large enough effect; inconclusive = small, poorly fitted or top-dose-only effect, or another doubt; inactive = no such curve, though single readings can be large; an effect the other way counts as inactive or inconclusive. % is scaled to controls: 0 for no effect and ±100 for the full control effect; potency is read from the fitted curve at half-maximal effect.

#1 COc1ccc(C(=O)Nc2c(N)nc[nH]c2=O)cc1
#2 CCn1c(SCC(=O)Nc2ccc(OC)c(OC)c2)nnc1-c1c[nH]c2ccccc12
#3 CCc1ccc(NC(=O)C[n+]2cc(-c3ccc(C)cc3)n3c2CCC3)cc1
#4 COc1ccc(C2C(C(=O)c3ccc(C)o3)=C(O)C(=O)N2Cc2cccnc2)cc1 (configuration not stated)
#5 O=C1CC(C(=O)Nc2cccc(F)c2)n2ncnc2N1 (configuration not stated)
#6 COc1ccc(NC(=O)c2c(NC(=O)Cc3ccccc3)sc3c2CCCC3)cc1
Screen / compound no.	1	2	3	4	5	6
TDP1 cell noCPT	-10%	?	3.7µM*	-25%	1%	-21%
DT40 TDP1 CPT	23%	?	2.3µM*	0%	14%	-10%
TDP1 inh	.	1%	2%	7%[0.0935 µM]	1%	.

#7 O=C(Nc1cccc(S(=O)(=O)N2CCCCC2)c1)c1ccc(OCC2CCCO2)cc1 (configuration not stated)
#8 Cc1nc2ccc([N+](=O)[O-])cc2[nH]1
#9 COc1cc(/C=N/NC(=O)c2ccc3ccccc3c2)ccc1Oc1ccc([N+](=O)[O-])cn1
#10 CCOC(=O)CSc1nc(N)c2c3c(sc2n1)CCCC3
#11 Cn1c(O)c(N=NC(=O)CNC(=O)c2ccco2)c2ccccc21
#12 CCOP(=O)(NC12CC3CC(CC(C3)C1)C2)NC12CC3CC(CC(C3)C1)C2
Screen / compound no.	7	8	9	10	11	12
TDP1 cell noCPT	16µM*	-14%	?	-15%	-20%	?
DT40 TDP1 CPT	21µM*	24%	?	6%	-10%	?
TDP1 inh	2%	-10%	2%	4%	3%	.

Down the list, quoted from above:
Compounds 1–12 in TDP1 cell noCPT: -10%, ?, 3.7µM*, -25%, 1%, -21%, 16µM*, -14%, ?, -15%, -20%, ?

Remaining list, next part.
#13 O=C(N/N=C/c1ccc(OCc2cnc(Cl)s2)cc1)c1ccncc1
#14 Cc1nnc(N/N=C/c2c[nH]c3ccccc23)[nH]c1=O
#15 COc1ccc(N2C(=O)C3CCCN3C2c2ccc(Cl)cc2)cc1 (configuration not stated)
#16 O=C(Nc1ccccc1C(=O)Nc1ccccc1)c1ccco1
#17 O=C1Nc2ccccc2/C1=C/c1cnc(-c2ccccc2)[nH]1
#18 OC(COCCC12CC3CC(CC(C3)C1)C2)CN1CCCCC1 (configuration not stated)
Screen / compound no.	13	14	15	16	17	18
TDP1 cell noCPT	?	1%	-19%	-15%	?	16µM*
DT40 TDP1 CPT	-29%	?	3%	12%	?	?
TDP1 inh	1%	8%	4%	.	2%	-4%

#19 CCCOc1cccc(C2/C(=C(\O)c3ccc4c(c3)OCCO4)C(=O)C(=O)N2CCCn2ccnc2)c1 (configuration not stated)
#20 CCOC(=O)c1ccc(NC(=O)c2nc[nH]c2C(=O)N[C@H](C)CO)cc1
#21 Cc1ccc(-c2cc(-c3c(C)nn(C)c(=O)c3N)[nH]n2)cc1
#22 Cc1cc(C)cc(NC(=O)C2CCCN2S(=O)(=O)c2ccc3nc(-c4ccccc4)[nH]c3c2)c1 (configuration not stated)
#23 CCOC(=O)c1c(NC(=S)Nc2ccc(OC)cc2)sc2c1CCC2
#24 CCc1ccccc1NC(=O)c1cc(S(=O)(=O)N2CCCC2)c[nH]1
Screen / compound no.	19	20	21	22	23	24
TDP1 cell noCPT	13%	-23%	9.2µM*	15µM*	-6%	-20%
DT40 TDP1 CPT	0%	2%	16µM*	?	-16%	-7%
TDP1 inh	8%	.	4%	5%	4%	.

#25 COc1ccccc1CCC(=O)N1CCC(n2nccc2NC(=O)C2CCOC2)CC1 (configuration not stated)
#26 CCn1c(SCC(=O)c2cccs2)nnc1-c1cccs1
#27 CCCCC/C=N\NC(=O)Cc1ccc([N+](=O)[O-])cc1
#28 CCN(CC(=O)Nc1cccc(S(=O)(=O)N2CCOCC2)c1)Cc1ccccc1
#29 CC1CCN(c2ccc(-c3cccc(NC(=O)C(F)(F)F)c3)nn2)CC1
#30 COc1cccc(C(=O)Nc2ccc(C(=O)OCc3cc(=O)n4cc(C)sc4n3)cc2)c1
Screen / compound no.	25	26	27	28	29	30
TDP1 cell noCPT	11%	-18%	5%	?	?	?
DT40 TDP1 CPT	-1%	-24%	-2%	?	?	?
TDP1 inh	2%	-3%	1%	-1%	0%	-1%

#31 Cc1ccc(C(=O)c2coc3ccc(O)c(Cl)c23)cc1
#32 COc1ccccc1N1CCN(C(=O)CCS(=O)(=O)c2cc(Br)cc3c2N(C(C)=O)CC3)CC1
#33 COc1ccccc1N1CCN(C(=O)CCNS(=O)(=O)c2ccc(Br)s2)CC1
#34 CC(C)(C)c1nnc(NC(=O)C2CC(=O)N(CCc3ccc(F)cc3)C2)s1 (configuration not stated)
#35 Cc1nc2ccc(NC(=O)c3ccc4ccccc4n3)cc2s1
#36 CCOC(=O)C1CCN(C(=O)CCc2c(C)nc3cc(-c4ccc(OC)cc4OC)nn3c2C)CC1
Screen / compound no.	31	32	33	34	35	36
TDP1 cell noCPT	?	?	18µM*	-26%	-20%	?
DT40 TDP1 CPT	-28%	?	23µM*	-3%	4%	?
TDP1 inh	8%	-6%	2%	0%	2%	-2%

#37 NC(=O)CN1C(=O)C(=O)N(Cc2ccc(Cl)cc2)C1=O
#38 CCCCn1c(N)c(N(CC(C)C)C(=O)CSc2ccc3c(c2)OCCO3)c(=O)[nH]c1=O
#39 O=C(NCc1cccnc1)C(=O)NCC(c1cccnc1)N1CCN(c2ccccc2)CC1 (configuration not stated)
#40 Cc1ccc(S(=O)(=O)NCCC(=O)N2CCCCCC2)cc1
#41 Cc1ccc(C)c(NC(=S)NC(C)C(c2cccs2)N2CCOCC2)c1 (configuration not stated)
#42 COc1ccc(OC(C)=O)c(C2c3cc(OC)c(OC)cc3CCN2C(C)=O)c1 (configuration not stated)
Screen / compound no.	37	38	39	40	41	42
TDP1 cell noCPT	1%	-6%	?	-4%	?	2%
DT40 TDP1 CPT	6%	-16%	?	-15%	?	-7%
TDP1 inh	.	0%	1%	.	1%	2%

#43 CCC(=O)c1ccc(OCC(=O)NCC2COc3ccccc3O2)cc1 (configuration not stated)
#44 CN(CC(=O)Nc1ccc(Cl)c(C(F)(F)F)c1)C(=O)c1cccc(N2C(=O)CCC2=O)c1
#45 O=C(Cn1nnc(-c2ccc(Cl)cc2)n1)NC(=O)NC1CCCC1
#46 COc1ccc(CN2CCN(Cc3ccco3)CC2)c(OC)c1
#47 COC(=O)COc1cccc2c(=O)n(CC(=O)N3CCCc4ccccc43)ccc12
#48 Cc1ccc(OCC(=O)Nc2ccccc2OCc2cc(=O)n3ccccc3n2)cc1C
Screen / compound no.	43	44	45	46	47	48
TDP1 cell noCPT	-24%	?	6%	-29%	-16%	-17%
DT40 TDP1 CPT	-21%	-25%	16%	0%	8%	-15%
TDP1 inh	0%	0%	.	.	10%	3%

#49 COC(=O)c1ccccc1NC(=O)c1c(Br)cnn1C
#50 COC(=O)c1ccccc1NC(=S)N1CCN(c2ccc(OC)cc2)CC1
#51 CCSc1nsc(SCC)c1C(N)=O
#52 Cc1cc(/C=C(\C#N)C(=O)OCC(=O)NC(=O)NC(C)(C)C)c(C)n1CCC(C)C
#53 O=C(Nc1ccc(F)cc1)C(c1cc2ccccc2o1)N1CCN(c2ccncc2)CC1 (configuration not stated)
#54 COc1ccc(/C=C2\C(=O)OCc3cc(OC)c(OC)cc32)cc1OC
Screen / compound no.	49	50	51	52	53	54
TDP1 cell noCPT	-13%	?	-25%	?	23µM*	-35%
DT40 TDP1 CPT	-2%	-2%	-5%	?	21µM*	?
TDP1 inh	-6%	5%	-1%	5%	.	5%

#55 Cc1sc2nc(COC(=O)c3cccc(S(=O)(=O)N(C)c4ccccc4)c3)[nH]c(=O)c2c1C
#56 Cc1nnc(NC(=O)c2cc3ccccc3o2)s1
#57 O=C(CNS(=O)(=O)c1ccc(Br)s1)N1CCN(c2ncccn2)CC1
#58 CC(=O)C(/C=N/c1cc(-c2ccc(C)cc2)nn1-c1ccccc1)=C(\C)O
#59 Cc1cccc(NC(=O)c2cc(=O)[nH]c3ccccc23)c1
#60 O=C(N/N=C/c1ccoc1)c1cc(Br)ccc1O
Screen / compound no.	55	56	57	58	59	60
TDP1 cell noCPT	-7%	-16%	-16%	-2%	-8%	3%
DT40 TDP1 CPT	?	3%	1%	3%	9%	-6%
TDP1 inh	14%	.	-3%	-3%	.	-12%[56.1 µM]

A different layout for three compounds above:
(3) CCc1ccc(NC(=O)C[n+]2cc(-c3ccc(C)cc3)n3c2CCC3)cc1
  TDP1 cell noCPT = 3.7µM*; DT40 TDP1 CPT = 2.3µM*; TDP1 inh = 2%
(4) COc1ccc(C2C(C(=O)c3ccc(C)o3)=C(O)C(=O)N2Cc2cccnc2)cc1 (configuration not stated)
  TDP1 cell noCPT = -25%; DT40 TDP1 CPT = 0%; TDP1 inh = 7%[0.0935 µM]
(5) O=C1CC(C(=O)Nc2cccc(F)c2)n2ncnc2N1 (configuration not stated)
  TDP1 cell noCPT = 1%; DT40 TDP1 CPT = 14%; TDP1 inh = 1%

Next structures.
#61 CC(CC(=O)O)CC(=O)Nc1cc(C(F)(F)F)cc(C(F)(F)F)c1 (configuration not stated)
#62 COc1ccc2oc(C(=O)OC(C)C(=O)NCc3ccccc3)c(C)c2c1 (configuration not stated)
#63 Cc1cccc(C(=O)OCC(=O)N(C)C(c2ccccc2)c2ccccc2)c1[N+](=O)[O-]
#64 CC(=O)c1cccc(N=Nc2c(C)[nH]c3ccccc23)c1
#65 CCCCCCCCOC1OC(CO)C(O)C(O)C1NC(C)=O (configuration not stated)
#66 O=C(CCCc1nc(-c2ccccc2)no1)N1CCOCC1
Screen / compound no.	61	62	63	64	65	66
TDP1 cell noCPT	6%	?	7.3µM*	?	-3%	?
DT40 TDP1 CPT	9%	?	12µM*	?	-17%	-1%
TDP1 inh	3%	.	4%	-5%	4%	1%

#67 COc1ccc(OCCCC(=O)NNC(=O)c2ccncc2)cc1
#68 Fc1ccc(-c2nc3n(n2)Cc2ccccc2-3)cc1
#69 CC(=O)Nc1sc(N/N=C/c2ccc(C)cc2)nc1-c1ccc(C)cc1
#70 COc1cc(OC)cc(C(=O)NNC(=S)Nc2ccc(S(N)(=O)=O)cc2)c1
#71 Cn1c(=O)c2c(nc(NCCc3ccccc3)n2Cc2ccccc2Br)n(C)c1=O
#72 CCOC(=O)C1=CCN(S(=O)(=O)c2ccccc2F)C1c1cccc(C)c1 (configuration not stated)
Screen / compound no.	67	68	69	70	71	72
TDP1 cell noCPT	4%	?	?	-10%	-22%	?
DT40 TDP1 CPT	10%	-24%	-14%	26%	?	?
TDP1 inh	.	3%	1%	11%	.	.

#73 COc1ccc(OC)c(NC(=O)N[C@@H](Cc2ccccc2)C(=O)O)c1
#74 COC(=O)C1=C(C)N(CCc2ccccc2)C(=O)C1
#75 COc1ccc(CN2CCSc3sccc3C2=O)cc1
#76 COc1ccc(OC)c(NC(=O)CN2CCN(C(=O)c3ccco3)CC2)c1
#77 CCCCn1c(N)c(N(CC)C(=O)c2ccc(Cl)c(Cl)c2)c(=O)[nH]c1=O
#78 CCc1cccc(NC(=O)CCNS(=O)(=O)c2ccc3[nH]c(=O)oc3c2)c1
Screen / compound no.	73	74	75	76	77	78
TDP1 cell noCPT	-3%	?	-5%	-22%	?	21%
DT40 TDP1 CPT	-15%	?	-4%	-20%	1%	-4%
TDP1 inh	2%	2%	.	7%	10%	1%

#79 CCOC(=O)c1ccccc1NC(=O)Cn1cnc2c(cnn2-c2ccc(OC)cc2)c1=O
#80 C/C(=N/NC(=O)CN1CCN(Cc2ccccc2)CC1)c1ccc([N+](=O)[O-])cc1
#81 CC1=C(C(=O)N2CCCCCC2)CC(CC(=O)NCCCN(C)C)C(=O)N1Cc1ccccc1 (configuration not stated)
#82 Brc1cccc(-c2nc3ccc(Br)cn3c2Cc2ccsc2)c1
#83 O=C(Nc1cccc(Cl)c1)ON=C1c2ccccc2-c2ccccc21
#84 CC1=C(c2ccccc2)C(=S)NC(C)(C)C1
Screen / compound no.	79	80	81	82	83	84
TDP1 cell noCPT	-24%	?	24%	-18%	?	-10%
DT40 TDP1 CPT	-24%	4%	5%	9%	-11%	-13%
TDP1 inh	.	5%	.	.	4%	.

#85 O=C(CCN1C(=O)C2CC=CCC2C1=O)N1CCN(c2ccccn2)CC1 (configuration not stated)
#86 COc1cccc(NC(=O)Nc2ccc(C)c(Cl)c2)c1
#87 COc1ccccc1N1CCN(C(=O)c2ccc3c(c2)N(Cc2ccccc2)C(=O)c2ccccc2S3(=O)=O)CC1
#88 COc1ccc(C(=O)CNc2ccccc2C#N)cc1
#89 COc1cccc(C(=O)C2CCCN(Cc3c(C)n(C)n(-c4ccccc4)c3=O)C2)c1 (configuration not stated)
Screen / compound no.	85	86	87	88	89
TDP1 cell noCPT	-2%	?	12µM*	21µM*	-11%
DT40 TDP1 CPT	-14%	?	?	?	6%
TDP1 inh	4%	5%	6%	-5%	.
